# Screening data from PubChem BioAssay.
# EIF4E inhibitors: inhibitors of EIF4E gene expression, primary screen, cell-based, HT1080, luciferase reporter (AID 1224817); HT1080 EIF4E-luc2 knock-in reporter, luciferase, 16 h; hits give low values; 2,000 compounds, 1% hits; log2 luciferase activity ratio at 2.5 µM;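 active means log2 luciferase ratio at or below -0.5849, meaning signal at two thirds of solvent-only control or lower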;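 further: luciferase reports endogenous eIF4E expression since it is co-expressed from the native EIF4E locus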
# Active calls of the source: *.
1	C=C(C)c1ccccc1 (tested in a mixture with another compound)
  EIF4E inhibitors: 1.02

2	c1ccc(C[N+]23CN4CN(CN(C4)C2)C3)cc1
  EIF4E inhibitors: 0.0449

3	NS(=O)(=O)c1ccc(-c2ccc([As](=O)(O)O)cc2)cc1
  EIF4E inhibitors: -0.0297

4	NC(Cc1c[nH]c2ccccc12)P(=O)(O)O (stereo not given)
  EIF4E inhibitors: -0.176

5	O=[N+]([O-])c1cc(-c2ccc([As](=O)(O)O)cc2)ccc1[As](=O)(O)O
  EIF4E inhibitors: 0.165

6	NCCc1ccc(S(=O)(=O)O)cc1[N+](=O)[O-]
  EIF4E inhibitors: -0.08

7	COc1cc2ccccc2c2cc([N+](=O)[O-])oc12
  EIF4E inhibitors: -0.0943

8	CN(C)[C@@H]1C(=O)C(C(N)=O)=C(O)[C@@]2(O)C(=O)C3=C(O)c4c(O)ccc(Cl)c4[C@@](C)(O)[C@H]3C[C@@H]12
  EIF4E inhibitors: 0.0286

9	c1ccc(CCN2CCOCC2)nc1
  EIF4E inhibitors: 0.126

10	CC(C)(O)C1C2OC(=O)C1C1(O)CC3OC34C(=O)OC2C14C (stereo not given)
  EIF4E inhibitors: 0.192

11	C/C=C(\C)C(=O)OC1CCC2(C)C3CCC4C5(O)CC(O)C6(O)C(CN7CC(C)CCC7C6(C)O)C5(O)CC42OC13O (stereo not given)
  EIF4E inhibitors: -0.0591

12	O=C1CC2OCC=C3CN4CCC56c7ccccc7N1C5C2C3CC46 (stereo not given) (tested in a mixture with another compound)
  EIF4E inhibitors: -0.0761

13	CC1CCC2(NC1)OC1CC3C4CC=C5CC(O)CCC5(C)C4CCC3(C)C1C2C (stereo not given)
  EIF4E inhibitors: -0.0414

14	COc1cc2c(cc1OC)C13CCN4CC5=CCOC(CC(=O)O)C(C5CC41)C3N2 (stereo not given)
  EIF4E inhibitors: -0.0094

15	CC1(C)CCC(C)(C)c2c1ccc(O)c2Cc1c(O)ccc2c1C(C)(C)CCC2(C)C
  EIF4E inhibitors: 0.0874

16	CCOC(=O)c1ccc2[nH]c(-c3ccc(S(=O)(=O)F)cc3)cc(=O)c2c1
  EIF4E inhibitors: -0.0215

# Molecules from the list above that contain sulfur (3):
3	NS(=O)(=O)c1ccc(-c2ccc([As](=O)(O)O)cc2)cc1
  EIF4E inhibitors: -0.0297

6	NCCc1ccc(S(=O)(=O)O)cc1[N+](=O)[O-]
  EIF4E inhibitors: -0.08

16	CCOC(=O)c1ccc2[nH]c(-c3ccc(S(=O)(=O)F)cc3)cc(=O)c2c1
  EIF4E inhibitors: -0.0215

# Random excerpt: 2 entries already listed.
9	c1ccc(CCN2CCOCC2)nc1
  EIF4E inhibitors: 0.126

14	COc1cc2c(cc1OC)C13CCN4CC5=CCOC(CC(=O)O)C(C5CC41)C3N2 (stereo not given)
  EIF4E inhibitors: -0.0094

# This is a subset; rates above refer to the full screens.
